Pf apPOL inh: Pf-apPOL DNA polymerase inhibition. Recombinant Pf-apPOL, molecular beacon fluorescence, 1.5 h. inhibition, % at 10 µM. 0.25% of 210,000 active
mHTT-CaM PPI inh: inhibitors of human mutant huntingtin-calmodulin interaction; AlphaScreen His-mHTT/GST-CaM binding, luminescence; P42858; inhibition, % at 15 µM; 3.6% of 190,000 active;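 further: 0% = both proteins with DMSO and 100% = one protein alone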
Starred values were filed as active, the others as inactive; i = inactive; · = no result given; & = joins results of further samples; ! = repeats disagree. No stated cut-off is given here; in the data, active means inhibition above about 50%; inactive means the rest. This is a subset; rates above refer to the full screens.

SMILES	Pf apPOL inh	mHTT-CaM PPI inh
O=C1CN(C(=O)C2CC2)C(c2ccc(F)cc2)c2cc(F)ccc2N1 (configuration not stated)	-9	-4
CCCCNC(=O)C1CCCN(c2ncc(-c3cccc(F)c3)cn2)C1 (configuration not stated)	-1	2
CN1CCN(c2nc3c(c(=O)n(C)c(=O)n3C)n2Cc2ccc(Cl)cc2Cl)CC1	-10	2
CCC(C)(C)C(=O)NCc1cccnc1	-4	-2
Cc1cc(S(=O)(=O)N2CCC(C(N)=O)CC2)ccc1F	1	-15
COc1ccc(-c2cn3cccnc3n2)cc1NC(=O)c1ccccc1C(F)(F)F	4	1
COCCN1C(=O)Cc2ccccc2C1C(=O)N1CCN(c2ccccc2F)CC1 (configuration not stated)	-4	-3
CCC(C(=O)N1CCC(C(N)=O)CC1)c1ccccc1 (configuration not stated)	-7	0
CCc1ccc(C(O)CN2CCN(c3ccccc3)CC2)cc1 (configuration not stated)	-5	0
COc1ccc(N(C(=O)Nc2ccccc2Cl)C(CC(=O)C2CC2)c2ccccc2)cc1 (configuration not stated)	-4&-7	·
CC(=O)N1CCN(c2ccc(Cl)cc2[N+](=O)[O-])CC1C (configuration not stated)	-6	6
O=C(CSc1nccn1-c1cccc(Cl)c1)Nc1ccc(Cl)c(Cl)c1	7	0
COc1ccc(-c2nc3cccnc3n2C2CCN(C(=O)c3ccc(F)cc3)C2)cc1 (configuration not stated)	-5	21
Cc1cc(C)nc(NC(N)=NCCN2CCOCC2)n1	19	-6
Cc1ccc(CC(=O)N2CCC3(CC2)NC(=O)c2cccc(Cl)c2N3)cc1	-3	-8
COc1ccc(CCN2C(=O)C3C4CCC(C4=C(C)C)C3C2=O)cc1OC (configuration not stated)	3	-4
CCCNC(=O)C(=O)NCC1COC2(CCCCC2)O1 (configuration not stated)	-5	-2
O=C(c1ccsc1)N1CCC(CCOc2ccccc2F)CC1	-4	-14
O=C1OC(c2ccccc2Cl)=N/C1=C\c1ccccc1F	-6	7
COC(=O)C(C)Oc1ccc2c(=O)c(-c3ccccc3OC)c(C(F)(F)F)oc2c1 (configuration not stated)	3	-10
Cc1nc(Nc2ccc3c(c2)OCCO3)c2c(C)c(C)sc2n1	-2	11
C=CCOc1nc2c(c(=O)n(C)c(=O)n2C)n1C	-2	100*!
CC1=C(C(=O)NCc2cccs2)C2(CCCCCC2)OC1=O	-2	-9
CCNc1nccc(N2CCC(CC(=O)N3CCC(C)CC3)CC2)n1	2	5
CCn1c(SC(C(C)=O)C(C)=O)nnc1-c1c[nH]c2ccccc12	-4	-4

Remaining list, next part.
SMILES	Pf apPOL inh	mHTT-CaM PPI inh
COc1ccccc1CN1CC(C(=O)NC2CCCCC2)CC1=O (configuration not stated)	6	-7
CCc1ccc(C(=O)N(C)c2ccc([N+](=O)[O-])cc2)cc1	3	-1
COc1ccccc1NC(=O)C1=C(C)NC(SCC(N)=O)=C(C#N)C1c1ccccc1 (configuration not stated)	-1	38
CC(C)COc1ccc(C(=O)NCC2OCCc3ccccc32)cc1 (configuration not stated)	-1	1
CSc1ccccc1CN1CCC(CNC(=O)C(=O)NCc2ccc(F)cc2)CC1	-5	-6
Cc1cccc(CNC(=O)c2nn(C)c3c2CN(C(=O)c2ccccc2F)CC3)c1	-7	43
CCN1C(=O)Cc2cc(C(=O)NCc3cc(F)cc(F)c3)ccc21	-1	6
O=C(NCCc1ccccc1)c1c(F)c(F)c(F)c(F)c1F	4	-18
COc1cc(CCC(C)NCc2ccccc2)ccc1O (configuration not stated)	8	·
O=C(CN1C(=O)/C(=C/c2ccc(C(F)(F)F)cc2)Sc2ccccc21)NCc1cccnc1	-4	24
Cc1ccc(OCC(=O)Nc2ccc(O)cc2C(=O)O)c(C)c1	-1	-2
CCCC(=O)N1CCN(Cc2noc(-c3ccc(Cl)cc3)n2)CC1	-1	0
Cc1ccc(NC(=O)CN2CCN(CC(=O)Nc3ccccc3F)CC2)cc1F	2	6
CC(C)C(=O)Nc1cnc2ccccc2c1	-27	2
CCCC1(O)CC(c2ccccc2)NC(c2ccccc2)C1C (configuration not stated)	-4	-8
COc1ccc2c(c1OC)C(=O)N1C(C(=O)O)Cc3c([nH]c4ccccc34)C21 (configuration not stated)	-4	18
O=C1CSC(c2ccc(F)c(F)c2)N1c1ccc(I)cc1 (configuration not stated)	0	-22
N#CC1=C(O)NC(S)=C(C#N)C1	·	16
CCC1COC(C)(CCC(C)C)N1C(=O)c1cc2c(=O)n3cccc(C)c3nc2s1 (configuration not stated)	-6	-26
CC(=O)Nc1ccc2c(c1)C(N1CCCCC1)=Nc1ccccc1O2	-4	2
CC1(C(=O)NCc2ccc(Br)cc2)Oc2cccnc2NC1=O (configuration not stated)	-3	-3
CN(CCCOC(=O)c1cc2ccccc2o1)C1CN(Cc2cn(Cc3ccccc3Cl)nn2)S(=O)(=O)C1 (configuration not stated)	-2	-13
Cc1cc(O)c(C=Nc2ccc(C(=O)O)cc2)c(C)c1Cl	-4	3
O=C(Nc1ccccc1C(F)(F)F)c1cnc2n(c1=O)CCS2	1	5
O=C(Cc1cccc2ccccc12)NC1CCCCNC1=O (configuration not stated)	5	·

Next structures follow.
SMILES	Pf apPOL inh	mHTT-CaM PPI inh
COc1cc(CN2CCCC2c2c(C)noc2C)cc(OC)c1 (configuration not stated)	4	-18
Cc1ccc(Cl)cc1N(C)C(=O)C1CCN(c2cc(=O)n(C)c(=O)n2C)CC1	-3	50*
CC(=O)N1CCCC1C(=O)O (configuration not stated)	·	-2
Cc1[nH]c(=O)[nH]c(=O)c1S(=O)(=O)N1c2ccc(F)cc2CCC1C (configuration not stated)	-8	-5
O=C(CCN1C(=O)c2ccccc2C1=O)NC1CCCCCC1	3	-2
CCC1CN(C(=O)Nc2cccc(C)c2)c2cc(C)ccc2O1 (configuration not stated)	5	0
Cc1ncc(CO)c2cc(C(=O)Nc3ccccc3)c(=Nc3ccccc3)oc12	-4	9
CC(C)N(CC#CCNC(=O)c1cc2ccccc2o1)C(C)C	-2	-10
CCCC(=O)NC1CCN(c2ccc(F)cc2)C1=O (configuration not stated)	-5	0
O=C(NCc1cccs1)c1ccnc(N2CCNC(c3ccccc3)C2)c1 (configuration not stated)	3	13
COCCN=C1Nc2ccccc2NC12CCCN(C(=O)Cc1ccc(Cl)cc1)C2 (configuration not stated)	-7	100*
O=[N+]([O-])c1ccccc1S(=O)(=O)Nc1ccccn1	-18	-2
C[C@@H]1CCC(=O)N(CC[C@H](Sc2ccccc2)c2ccccc2)CC1	-3	46
CCn1c(=O)c([N+](=O)[O-])c(N2CCN(c3ccccn3)CC2)c2ccccc21	-2	6
COC(=O)c1cnc(S(=O)CC#N)n1C (configuration not stated)	-10	·
Cn1nc(CNC(=O)C2CC(=O)N(c3cccc(Cl)c3)C2)c2ccccc21 (configuration not stated)	-4	12
COC(=O)CNC(=O)N1CCOc2ccc(C)cc21	-6	2
CCCCNC(=O)Nc1nnc(C(C)(C)C)s1	-10	·
O=C(C1CCCC1)N(CCc1cscn1)Cc1ccncc1	-14	-2
COc1ccccc1CN1CCCC(CO)C1 (configuration not stated)	-6	-4
O=c1cc(-c2ccc(Cl)cc2)oc2ccc(Cl)cc12	-1	0
CN1C(=O)CC(C(=O)O)SC1=Nc1ccc(I)cc1 (configuration not stated)	-10	-5
Cc1ccc(Nc2cc(N3CCC(C(=O)NCC4CC4)CC3)ncn2)cc1	-4	3
N=C1C(c2nc3ccccc3c(=O)[nH]2)=C(O)CN1c1ccc(Cl)cc1Cl	-4	-3
COc1cc(Br)cc(/C=C/c2ccc3cccc(O)c3n2)c1OC	-4	47

In the list so far, these have bromine:
SMILES	Pf apPOL inh	mHTT-CaM PPI inh
CC1(C(=O)NCc2ccc(Br)cc2)Oc2cccnc2NC1=O (configuration not stated)	-3	-3
COc1cc(Br)cc(/C=C/c2ccc3cccc(O)c3n2)c1OC	-4	47

One compound at a time, as listed above:
Results for CCCC(=O)NC1CCN(c2ccc(F)cc2)C1=O (configuration not stated) → Pf apPOL inh: -5; mHTT-CaM PPI inh: 0
Results for CC(=O)N1CCCC1C(=O)O (configuration not stated) → Pf apPOL inh: ·; mHTT-CaM PPI inh: -2
Results for Cc1[nH]c(=O)[nH]c(=O)c1S(=O)(=O)N1c2ccc(F)cc2CCC1C (configuration not stated) → Pf apPOL inh: -8; mHTT-CaM PPI inh: -5

Later entries
SMILES	Pf apPOL inh	mHTT-CaM PPI inh
Cc1cc(C)c2nc(N=C(N)NC(=O)Nc3ccccc3)nc(C)c2c1	3	14
COc1cccc(-c2nnc(NC(=O)c3ccc(S(=O)(=O)N(C)C)cc3)o2)c1	-7	10
CC1=Nc2ccc3ccccc3c2C1(C)C	4&1	·
CCn1c(/C=C/c2cc(Br)ccc2O)nc2ccccc2c1=O	-1	4
COc1ccc(N2CCN(C3CC(=O)N(C)C3=O)CC2)cc1 (configuration not stated)	1	-6
COc1ccc(/C=N/Nc2nncn2N)cc1	·	i
COc1ccc(/C(C)=C2\SC(N3CCOCC3)=NC2=O)cc1	-10	1
Cc1cc(-c2nn(C)c(=O)c3ccccc23)cc(C)c1OS(=O)(=O)c1cc(Cl)ccc1Cl	-6	·
COc1ccc(C(=O)NCc2nc3ccccc3n2Cc2cc(C)ccc2C)cc1OC	-1	41
CN1c2cc(C(=O)NC3CCCCC3)ccc2C(=O)N2CCCCC21 (configuration not stated)	-3	6
O=C(CC1CCCCC1)Nc1c2c(nn1-c1ccc(Cl)cc1)CS(=O)(=O)C2	24	-1
CC(=O)c1ccc(C(=O)Nc2cccc(-c3nc4ccccc4[nH]3)c2)cc1	0	27
CC1CCc2c(sc3[nH]c(=S)n(-c4ccccc4)c(=O)c23)C1 (configuration not stated)	-3	·
CC(C)CC(=O)Nc1ccc(O)cc1C(=O)O	0	-1
O=C(NC1CCN(c2ncnc3c2CCC3)C1)C1(c2ccccc2)CC1 (configuration not stated)	1	6
CC(C)N1CCN(C(=O)C2CCN(c3cncnc3N3CCOCC3)CC2)CC1	0	-6
CCN(CC)c1ccc(Nc2nc(-c3ccccc3)cs2)cc1	3	80*
O=C(c1n[nH]c2c1CCCC2)N1CCc2[nH]nc(-c3ccccc3)c2C1	1	19
COc1cc(Cc2cnc(N)nc2N)cc(OC)c1OC	20	·
CC1CCc2nc(NC(=O)c3ccc4ncsc4c3)sc2C1 (configuration not stated)	-6	-1
Cc1ccc(-n2nc(C)c3sc(N4CCC(NC(=O)C5CCC5)CC4)nc32)cc1	-8	7
O=C1NCCCn2cc(S(=O)(=O)Nc3ccc(F)c(F)c3)cc21	-4	-2
Cc1ccc(CNC(=O)c2cc3n(n2)CCCC3)o1	4	11
c1ccc(-c2onc3cc4c(cc23)OCCO4)cc1	-6	4
O=[N+]([O-])c1cccc(COc2ccc(CO)cc2)c1	-3	0

Single entries from the results shown.
CCC1COC(C)(CCC(C)C)N1C(=O)c1cc2c(=O)n3cccc(C)c3nc2s1 (configuration not stated) in mHTT-CaM PPI inh reads -26
O=C(c1n[nH]c2c1CCCC2)N1CCc2[nH]nc(-c3ccccc3)c2C1 in mHTT-CaM PPI inh reads 19
CCNc1nccc(N2CCC(CC(=O)N3CCC(C)CC3)CC2)n1 in Pf apPOL inh reads 2

Following part.
SMILES	Pf apPOL inh	mHTT-CaM PPI inh
COc1ccc(CN2CCN(C(=O)c3ccccc3)CC2)cc1OC	6	-4
CCNC(=O)NC1CCN(C(=O)C2CC2)C1 (configuration not stated)	0	-2
O=C(CN1CCC(c2nc(-c3ccccc3)no2)CC1)Nc1ccc(F)cc1F	1	-3
O=C(NCc1ccccc1)c1nn2c(C(F)(F)F)cc(-c3ccco3)nc2c1Cl	-3	5
Cc1ccc(NC(=O)CN2C(=O)C(c3ccccc3)=NC23CCCCC3)cc1C	-2	22
CCOC(=O)C(C)Oc1ccc(NS(=O)(=O)c2cc(OC)ccc2OC)cc1Cl (configuration not stated)	2	·
O=C(CSc1nnc2n1CCCN2)c1cccs1	-5	·
COc1ccc(NC(=O)c2cc3n(n2)C(C(F)(F)F)CC(c2ccc(C)cc2)N3)c(OC)c1 (configuration not stated)	-4	2
CC(=O)OCC1OC(Oc2ccccc2)C(OC(C)=O)C(OC(C)=O)C1OC(C)=O (configuration not stated)	0&-3	6
O=C(Nc1nc(-c2ccccc2)cs1)c1c(O)c2ccccc2[nH]c1=O	-5	-4
CCCCCSc1nnc2nc(C)cc(C)n12	-1	-2
NS(=O)(=O)c1ccc(CNC(=O)C2CCCCC2)cc1	-5	0
CCC(C)NC(=O)C1CCCN(c2nc3ccc(OC)cc3s2)C1 (configuration not stated)	-6	5
CS(=O)(=O)C(C#N)=Cc1cccn1-c1ccc(C(F)(F)F)cc1	-10&-13	·
O=C(O)CN1C(=O)C(=Cc2ccc(-c3cccc4c3C(=O)c3ccccc3C4=O)o2)SC1=S	95*	39
COc1ccc(-c2nnc(-c3cccc([N+](=O)[O-])c3)o2)cc1	6&1	-13&-1
CCC(=O)Nc1nc2c(s1)CC(C)CC2 (configuration not stated)	-3	-1
Cc1ccc(S(=O)(=O)N2CCC(=O)N(CCOC(=O)Nc3ccc(C)c(C)c3)CC2)cc1	-6	19
COc1ccc(NC(=O)C[C@H]2C(=O)N(Cc3ccccc3)C[C@@H]2C)cc1	-3	-6
COc1ccc(NC(=O)Nc2nnc(COc3cc(C)cc(C)c3)s2)cc1	-4	0
COc1ccccc1C=C1Oc2c(ccc3c2CN(CC2CCCO2)CO3)C1=O (configuration not stated)	-8	-6

Taken from the results shown for reference:
SMILES	Pf apPOL inh	mHTT-CaM PPI inh
COc1ccc(-c2nnc(-c3cccc([N+](=O)[O-])c3)o2)cc1	6&1	-13&-1
CCC(=O)Nc1nc2c(s1)CC(C)CC2 (configuration not stated)	-3	-1
Cc1ccc(S(=O)(=O)N2CCC(=O)N(CCOC(=O)Nc3ccc(C)c(C)c3)CC2)cc1	-6	19
COc1ccc(NC(=O)C[C@H]2C(=O)N(Cc3ccccc3)C[C@@H]2C)cc1	-3	-6
COc1ccc(NC(=O)Nc2nnc(COc3cc(C)cc(C)c3)s2)cc1	-4	0
COc1ccccc1C=C1Oc2c(ccc3c2CN(CC2CCCO2)CO3)C1=O (configuration not stated)	-8	-6

Screening data deposited in PubChem by University of Kansas High Throughput Screening Laboratory.
